NCI-60 one-dose screen, 48 h, at 10 µM unless noted. Numbers give growth in % (100 = growth as untreated, 0 = no growth, -100 = all killed).
K-562 – K-562 leukemia. actives 7.4% (n = 78,000). AID 1794777
MCF7 – MCF7 breast cancer; actives 6.3% (n = 82,000); AID 1794796
MDA-MB-231 – MDA-MB-231 breast cancer; actives 5% (n = 81,000); AID 1794789
MOLT-4 – MOLT-4 leukemia cells; actives 6.9% (n = 80,000); AID 1794779
MDA-MB-468 – MDA-MB-468 breast cancer | actives 8.5% (n = 78,000) | AID 2202374
SR – SR leukemia cells; actives 8.7% (n = 73,000)
MDA-MB-435 – MDA-MB-435 melanoma; actives 7.8% (n = 82,000)
RPMI-8226 – RPMI-8226 leukemia cells | actives 7.5% (n = 77,000) | AID 1794781
Numbers without * were called inactive; x = not tested or not shown; & = joins results of further samples. The calls were made as follows: active = growth percent below 10; inactive = the rest. The order is random; any-hit rate near 15%.

The first 2 records (preview)
#1 COc1cc(-c2noc(C[C@@H](NC(=O)OCc3ccccc3)C(C)C)n2)cc(OC)c1OC
#2 Cc1ccc(-n2nnc3c(N)c(C#N)c(N)nc32)cc1
compound no.,1,2
K-562,94.4,x
MCF7,87.3,88.6
MDA-MB-231,92.1,85.7
MOLT-4,93.9,87.7
MDA-MB-468,88.5,97.5
SR,95.0,94.2
MDA-MB-435,105.9,112.9
RPMI-8226,106.0,102.6

Results, from the start:
#1 COc1cc(-c2noc(C[C@@H](NC(=O)OCc3ccccc3)C(C)C)n2)cc(OC)c1OC
#2 Cc1ccc(-n2nnc3c(N)c(C#N)c(N)nc32)cc1
#3 C=CCc1ccc(OCCOCCCl)c(OC)c1
#4 ClC1C(Cl)C2CC1C1CC3OC3C21 (stereo not drawn)
#5 COc1ccc(Oc2ccc(/C=C/C(=O)c3ccc(OC)c(OC)c3)cc2)cc1
#6 CC(=O)Nc1ccc(S(=O)(=O)/N=S(\C)c2ccc(C)cc2)cc1 (stereo not drawn)
#7 Cc1ccc(NC(=O)c2c(Nc3ccccc3)nn3c(Nc4ccccc4)c(-c4nc5ccccc5s4)c(N)nc23)cc1
#8 COc1ccc(OC)c(-c2cc(-c3ccccc3)c3c(N)c(C(C)=O)sc3n2)c1
compound no.,1,2,3,4,5,6,7,8
K-562,94.4,x,109.6,89.4,66.0,95.9,80.1,60.2
MCF7,87.3,88.6,102.2,96.4,56.3,94.1,70.3,58.4
MDA-MB-231,92.1,85.7,92.7,106.0,94.3,110.5,91.0,87.3
MOLT-4,93.9,87.7,113.3,90.6,-9.7*,89.1,92.3,73.9
MDA-MB-468,88.5,97.5,99.2,103.1,x,107.5,79.2,84.3
SR,95.0,94.2,93.8,88.6,50.9,88.6,98.9,69.4
MDA-MB-435,105.9,112.9,90.6,107.0,90.3,105.5,102.3,86.3
RPMI-8226,106.0,102.6,92.7,99.4,54.7,105.5,83.4,71.1

#9 O=S(=O)(O)c1ccc(-c2ccccc2)cc1
#10 Cn1c(=O)c2c(-c3ccccc3F)n(-c3ccc4c(c3)OCO4)cc2n(C)c1=O
#11 CCCc1ccnc(NS(=O)(=O)c2ccc(N)cc2)n1
#12 c1ccc(Nc2nc3c(s2)CCc2c[nH]cc2-3)nc1
#13 CCCCCc1ccc(S(=O)(=O)Nc2ccc3nc(NC(C)=O)sc3c2)cc1
#14 COc1cc(OC)cc(-n2cc(-c3ccc(Cl)c(Cl)c3)[nH]c2=S)c1
#15 CCN(CC)S(=O)(=O)c1ccc(-c2csc(Nc3ccc(C)c(C)c3)n2)cc1
#16 CC/C(=C(\c1ccc(O)cc1)c1ccc(OCCNC)cc1)c1ccccc1
compound no.,9,10,11,12,13,14,15,16
K-562,98.4,78.7,54.7,66.3,68.6,72.3,67.3,x
MCF7,93.8,94.5,49.2,65.1,89.6,94.4,89.9,25.8
MDA-MB-231,95.1,77.1,81.9,82.7,69.5,93.0,67.7,82.5
MOLT-4,94.8,72.9,81.9,64.7,81.1,72.6,86.8,x
MDA-MB-468,96.1,83.2,8.1*,83.6,46.3,x,98.8,72.4
SR,91.1,68.1,72.2,75.8,74.2,96.0,67.0,x
MDA-MB-435,117.1,88.6,77.9,109.6,81.2,92.0,89.2,74.5
RPMI-8226,103.8,52.9,41.4,89.0,72.1,106.0,90.2,86.1

#17 COc1ccc(C(=O)CSc2nc3c(c(Nc4cccc(S(N)(=O)=O)c4)n2)CCC3)cc1
#18 COC(=O)c1[nH]c(=O)c(C#N)c(C(=O)OC)c1C(=O)/C=C/c1ccccc1
#19 SCc1cc2c(cc1Br)OCO2
#20 CCCCOc1ccc(NC(=O)n2ncc3ccccc32)cc1
#21 Nc1[nH]nc(Nc2cccc(Cl)c2Cl)c1C(=O)c1cccs1
#22 CC(O)CN(CCN(CC(C)O)CC(C)O)CC(C)O (stereo not drawn)
#23 NS(=O)(=O)c1ccc(CCN2C(=O)/C(=C\c3ccc(Cl)cc3)C=C2c2ccc3ccccc3c2)cc1
#24 COc1ccc(CN2CCC(N3CCCC3=O)c3cc(OC)ccc32)cc1 (stereo not drawn)
compound no.,17,18,19,20,21,22,23,24
K-562,93.9,92.3,78.2,77.2,65.8,93.4,96.4,103.0
MCF7,89.6,62.4,96.4,89.3,66.8,99.6&103.5,90.6,x
MDA-MB-231,113.3,x,105.2,87.5,68.3,114.9&111.0,90.5,104.6
MOLT-4,104.0,93.7,83.9,86.2,77.0,88.6&103.3,86.3,98.4
MDA-MB-468,98.6,93.8,107.9,104.4,72.2,106.3&111.8,91.0,98.0
SR,99.5,x,98.2,91.0,58.9,92.7&98.5,83.3,x
MDA-MB-435,104.1,93.2,104.7,95.7,50.2,109.1&100.1,97.0,100.0
RPMI-8226,105.0,71.0,96.8,85.2,68.3,93.7,89.6,99.1

#25 CCCCCCSCCCCCC
#26 Nc1cc(=O)[nH]c2ncnn12
#27 CNC(=O)c1cc(Oc2ccc3nc(NC(=O)NCCN4CCN(C)CC4)sc3c2)ccn1
#28 O=C(Nc1nc(C(=O)N2CCN(C(c3ccccc3)c3ccccc3)CC2)cs1)c1ccc(Nc2ccc(Cl)c(Cl)c2)c([N+](=O)[O-])c1
#29 O=C1c2cccc3c(-c4ccccc4F)ccc(c23)C(=O)N1c1nc2ccccc2s1
#30 C(CCCSC1=NCCN1)CCSC1=NCCN1
#31 O=C1CC2C=CCN2C=C1NC(=O)c1ccncc1 (stereo not drawn)
#32 COc1cc(-c2nc3sc(C)cn3c2/C=C2\C(=O)Nc3ccccc32)c(Br)c(OC)c1OC
compound no.,25,26,27,28,29,30,31,32
K-562,94.7,103.8,10.2,53.2,45.8,116.1,97.5,10.0*
MCF7,96.7,102.2,98.9,66.7,85.0,97.5,104.4,1.6*
MDA-MB-231,113.1,114.0,100.4,80.1,56.8,103.4,110.7,79.4
MOLT-4,101.7,101.2,105.5,67.9,77.1,101.7,106.9,39.9
MDA-MB-468,107.5,111.5,104.0,21.7,80.7,92.0,114.4,x
SR,101.1,x,106.7,67.7,29.8,95.9,103.2,3.9*
MDA-MB-435,105.3,103.5,100.2,83.9,94.7,102.6,108.5,-8.8*
RPMI-8226,115.0,106.2,102.7,53.3,54.5,106.5,97.2,28.6

#33 CCOC(=O)N1CCC2(CC1)C[C@](C)(C(C)=O)C(C)O2 (stereo partly drawn)
#34 Clc1ccc2c(Cl)cc(-c3ccccc3)nc2c1
#35 CCCN1C(=O)N(CCC)C2C1NN=c1s/c(=C3\C(=O)N(C(C)C)c4ccccc43)c(=O)n12 (stereo not drawn)
#36 COc1ccc(Br)cc1/C=N\NS(=O)(=O)c1ccc(C)cc1
#37 O=C(NCCNc1nccc(-c2c(-c3cccc(O)c3)nc3sccn23)n1)c1cc(C(F)(F)F)cc(C(F)(F)F)c1
#38 O=C(c1ccccc1)c1c(/C=C/c2ccccc2)nc2ccccc2c1/C=C/c1cccs1
#39 C=C1CC[C@@H]2[C@](C)(COC(C)=O)[C@H](OC(C)=O)CC[C@@]2(C)[C@@H]1CC(Nc1ccc(S(=O)(=O)Nc2cc(C)on2)cc1)C1=CCOC1=O (stereo partly drawn)
#40 C=CCc1ccc2c(c1)OC(CO)CO2 (stereo not drawn) (tested in a mixture with another compound)
compound no.,33,34,35,36,37,38,39,40
K-562,98.6,108.9,11.3,91.5,96.2,98.4,9.7*,83.7
MCF7,100.7,x,15.4,65.8,96.3,82.8,12.3,113.9
MDA-MB-231,109.1,107.7,41.8,92.0,101.5,87.3,61.1,96.8
MOLT-4,95.9,88.8,46.3,97.2,87.7,95.7,-7.9*,85.7
MDA-MB-468,104.3,104.1,35.7,103.6,100.6,97.8,3.2*,101.9
SR,95.3,56.5,8.0*,54.3,98.2,x,1.4*,93.7
MDA-MB-435,95.4,108.1,-7.1*,89.2,59.2,100.0,35.0,x
RPMI-8226,101.5,102.9,61.2,84.4,91.0,93.2,-15.2*,86.7

#41 Clc1ccccc1N=Cc1ccc2c(c1)OCO2
#42 CCN(Cc1ccccc1)c1ccc(/C=C2\COc3ccccc3C2=O)cc1
#43 Cc1nn(-c2ccccc2)c(N2CCOCC2)c1-c1nc2ccc([N+](=O)[O-])cc2[nH]1
#44 CC(=O)Nc1ccc(C(=O)COc2cccc(/C=C3\CCc4ccccc4C3=O)c2)cc1
#45 C=C(C)[C@@H]1CC[C@]2(C(=O)NCc3ccc(O)c(OC)c3)CC[C@]3(C)C(CCC4[C@@]5(C)CCC(OC(C)=O)C(C)(C)C5CC[C@]43C)C12 (stereo partly drawn)
#46 O=C(O)/C=C/c1ccc([N+](=O)[O-])o1
#47 CCOC1OCN(C)CC1(C)C (stereo not drawn)
#48 COc1ccc(N2CCN(S(=O)(=O)c3oc(-c4ccccc4)nc3C#N)CC2)cc1
compound no.,41,42,43,44,45,46,47,48
K-562,87.1,78.4,88.4,36.8,23.1,104.3,91.9,15.3
MCF7,90.5,81.5,96.6,19.6,35.6,80.4,96.2,31.2
MDA-MB-231,94.4,100.7,109.3,90.0,47.7,117.2,98.1,77.2
MOLT-4,87.9,78.6,85.7,38.0,26.3,92.9,100.0,4.0*
MDA-MB-468,101.4,117.8,94.3,x,15.2,100.5,x,79.6
SR,89.0,67.5,87.2,52.4,43.9,97.4,93.1,6.1*
MDA-MB-435,99.8,95.7,96.1,85.8,45.7,111.1,89.1,65.2
RPMI-8226,96.2,110.4,97.6,19.6,19.1,106.1,104.8,41.4

Pulled one by one from above:
#37 O=C(NCCNc1nccc(-c2c(-c3cccc(O)c3)nc3sccn23)n1)c1cc(C(F)(F)F)cc(C(F)(F)F)c1
#45 C=C(C)[C@@H]1CC[C@]2(C(=O)NCc3ccc(O)c(OC)c3)CC[C@]3(C)C(CCC4[C@@]5(C)CCC(OC(C)=O)C(C)(C)C5CC[C@]43C)C12 (stereo partly drawn)
#23 NS(=O)(=O)c1ccc(CCN2C(=O)/C(=C\c3ccc(Cl)cc3)C=C2c2ccc3ccccc3c2)cc1
compound no.,37,45,23
K-562,96.2,23.1,96.4
MCF7,96.3,35.6,90.6
MDA-MB-231,101.5,47.7,90.5
MOLT-4,87.7,26.3,86.3
MDA-MB-468,100.6,15.2,91.0
SR,98.2,43.9,83.3
MDA-MB-435,59.2,45.7,97.0
RPMI-8226,91.0,19.1,89.6

(continued)
#49 COc1ccc(-c2c3c(C)nn(-c4ccccc4)c3nc3nc(C)[nH]c(=O)c23)cc1
#50 CCC(=O)C(C#N)c1ccccc1 (stereo not drawn)
#51 CSc1nc2ccccc2s1
#52 NC(=O)N(CCO)CCO
#53 CCCCCCCC/C=C/CCCCCCCC1=NC(C)(C)CN1C(C)(C)CO
#54 CC1(C)Cc2c(sc3ncn4nc(-c5ccc(O)cc5)nc4c23)CO1
#55 CCn1cc(-c2ccnc(NCCNS(=O)(=O)c3ccc(Cl)cc3)c2)c(-c2cccc(OC)c2)n1
#56 CCOC(=O)/C(F)=C/C1CC1C1CCCC1 (stereo not drawn)
compound no.,49,50,51,52,53,54,55,56
K-562,99.0,98.0,102.4,104.8,-58.6*,76.8,61.4,108.2
MCF7,87.2,85.3,101.1,101.2,-44.3*,66.5,x,92.3
MDA-MB-231,98.9,110.4,100.3,106.4,17.5,70.5,88.5,101.6
MOLT-4,82.3,98.7,107.7,97.7,-22.6*,69.4,69.5,105.7
MDA-MB-468,79.8,116.2,113.2,93.8,-91.5*,61.4,77.0,97.7
SR,77.0,99.4,97.8,95.4,x,22.8,68.2,110.0
MDA-MB-435,91.3,107.4,107.9,106.2,-18.9*,77.4,93.1,102.7
RPMI-8226,88.2,108.6,118.9,103.0,-21.7*,57.7,56.7,101.5

#57 O=C(O)c1ccc(-n2cc(/C=N/Nc3ccccc3F)c(-c3cc4ccccc4oc3=O)n2)cc1
#58 Cc1cc(C)c2nc3nc(C)cc(C)c3c(N)c2c1
#59 COc1ccc(NC(=O)CSc2nc3ccccc3c(=O)n2Cc2cc(OC)c(OC)c(OC)c2)cc1
#60 CC/C(=C(\c1ccc(OCCN2CCCCC2)cc1)c1ccc(OC(=O)C2CCCCC2)cc1)c1ccccc1
compound no.,57,58,59,60
K-562,26.0,10.0*,79.8,106.3
MCF7,85.2,8.2*,93.8,46.9
MDA-MB-231,66.3,30.2,73.8,94.2
MOLT-4,66.0,-18.6*,68.8,100.4
MDA-MB-468,109.6,48.4,104.0,87.6
SR,58.0,x,82.3,92.9
MDA-MB-435,85.1,29.5,100.7,101.6
RPMI-8226,66.5,-13.5*,86.0,108.2

High-throughput results as filed in PubChem BioAssay.
